GPR55 antagonists: GPR55 antagonists blocking LPI-driven arrestin recruitment, primary screen, imaging, U2OS, beta-arrestin-GFP, LPI agonist (AID 2013) | G-protein coupled receptor 55 (Homo sapiens) | U2OS GPR55 beta-arrestin-GFP translocation imaging, LPI antagonism; higher % means a stronger effect | inhibition, % at 10 µM; hits with a dose series show IC50 in µM | actives 0.13% (n = 290,000);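 active means spots per cell inhibited over 60%, with over 100 cells counted and total cytoplasm intensity under 500,000; inconclusive means wells with under 100 cells, flagged as likely toxic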;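 further: U2OS cells stably carrying GPR55 and arrestin-GFP stimulated by 5 µM LPI near EC80; imaged beta-arrestin-GFP aggregate spots per cell after agonist stimulation; plate controls were LPI-stimulated DMSO wells for no effect and DMSO wells without LPI for full effect; some results filed as inactive read as strong as hits; confirmed hits need IC50 under 10 µM and bright autofluorescent wells are also inconclusive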
HIV peptide binding: inhibitors of HIV fusion peptide binding, primary screen, biochemical, uHTS, fluorescence dequenching (AID 1986); actives 0.3% (n = 290,000); cell-free peptide binding, fluorescence dequenching, 30 min; higher % means a stronger effect; inhibition, % at 20 µM, or IC50 in µM where a hit was titrated; in the data active means inhibition mostly above about 52%, no sharp cut-off; inactive means mostly below about 76%; further: some results filed as inactive read as strong as hits
MgcRacGAP inhibition: MgcRacGAP GTPase-activating activity inhibitors, confirmation, biochemical, ADP Hunter fluorescence. Rac GTPase-activating protein 1 (Homo sapiens). MgcRacGAP-stimulated Rac1 GTP hydrolysis, ADP Hunter fluorescence; higher % means a stronger effect; GST-tagged Rac1 F28L mutant substrate. one-dose inhibition, % at 30 µM; IC50 in µM for titrated hits. actives 0.6% (n = 340,000). AID 624330, 2012;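 active means first-screen hits whose inhibition reached a set limit at any dose in the follow-up dose series; inconclusive means inhibition above the set first-screen limit but never retested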;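 further: fluorescence reports GDP produced by GAP-driven GTP hydrolysis; strong numbers were not always called active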
Dengue-2 NS5 capping: Dengue-2 NS5 methyltransferase inhibitors, primary screen, biochemical, confirmation dose response (AID 588689); Genome polyprotein (Dengue virus type 2 (strain 16681-PDK53)); Dengue-2 NS5 methyltransferase capping enzyme assay, biochemical; higher % means a stronger effect; inhibition, % at 25 µM, or IC50 in µM where a hit was titrated; actives 0.3% (n = 340,000); in the data active means a potency from the dose series; inconclusive means inhibition above about 29% without an active follow-up result
GPR35 antagonists: GPR35 antagonists blocking zaprinast-driven arrestin recruitment, primary screen, imaging, U2OS, beta-arrestin-GFP, zaprinast agonist (AID 2058); G-protein coupled receptor 35 (Homo sapiens); U2OS GPR35 beta-arrestin-GFP translocation imaging, zaprinast antagonism; higher % means a stronger effect; inhibition, % at 10 µM; hits with a dose series show IC50 in µM; actives 0.052% (n = 290,000);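 active means inhibition of at least 50% with at least 30 cells and total cytoplasm GFP at most 10,000,000; inconclusive means under 30 cells or total GFP of 10,000,000 plus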
K1F lysis inhibition: inhibition of K1F phage lysis, E. coli UTI89, bacterial capsule biogenesis inhibitors, alamar blue (AID 488966) | one-dose inhibition, % at 100 µM; IC50 in µM for titrated hits | actives 0.02% (n = 340,000) | E. coli UTI89 K1F phage lysis, alamar blue, 2 h; higher % means a stronger effect;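 active means phage lysis inhibition, versus mean bacterial control, above a set limit; inconclusive means no clear call, values can overlap the other calls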;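 further: capsule biogenesis inhibitors block K1F phage lysis so surviving cells raise fluorescence; higher fluorescence means more inhibition of phage lysis; actives were called in the ten point dose series up to 300 µM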
Salmonella PhoP GFP: inhibitors of PhoP regulon expression, primary screen, Salmonella Typhimurium, GFP reporter (AID 1863); S. Typhimurium PhoP-regulated promoter GFP reporter, 4 h; higher % means a stronger effect; inhibition, % at 50 µM, or IC50 in µM where a hit was titrated; actives 0.16% (n = 300,000);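 active means inhibition over 29.93%, a cutoff 3 SD above the screen mean, later confirmed by dose response; inconclusive means inhibition over 29.93% but no dose response follow-up; inactive means inhibition at most 29.93% or unconfirmed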;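 further: 0% = low Mg2+ inducing control and 100% = high Mg2+ repressing control; strong numbers were not always called active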
RSV antiviral HEp-2: RSV antiviral activity via CPE protection, HEp-2 cells, primary 10 µM value included (AID 2391). HEp-2 cells, RSV-induced CPE inhibition; higher % means a stronger effect. CPE inhibition, % at 10 µM, or IC50 in µM where a hit was titrated. actives 0.13% (n = 310,000); in the data active means a potency from the dose series; inconclusive means CPE inhibition mostly from about 23% at the one dose, without a potency; inactive means the rest, 99 in 100 with CPE inhibition below about 21%; further: strong numbers were not always called active
SV40 large T antigen: SV40 large T antigen inhibitors, biochemical (AID 1903) | SV40 large T antigen ATPase/helicase inhibition assay; higher % means a stronger effect | inhibition, % at 20 µM; hits with a dose series show IC50 in µM | actives 0.39% (n = 310,000); in the data active means a potency from the dose series; inconclusive means inhibition mostly from about 32% at the one dose, without a potency; inactive means the rest, 99 in 100 with inhibition below about 32%; further: strong numbers were not always called active
Dengue-2 NS5 capping pilot replicate: recorded beside Dengue-2 NS5 capping, whose call it bears; inhibition, %; measured here: pilot screen replicate inhibition
The depositor's hits bear a star; ? = inconclusive; . = no result given; [ ] = remark or other dose.

SMILES	GPR55 antagonists	HIV peptide binding	MgcRacGAP inhibition	Dengue-2 NS5 capping	GPR35 antagonists	K1F lysis inhibition	Salmonella PhoP GFP	RSV antiviral HEp-2	SV40 large T antigen	others
Cc1ccc(N(C(=O)c2csnn2)C(C(=O)NC(C)(C)C)c2ccncc2)cc1 (configuration not stated)	2%	-1.9%	2%	-2%	-2%	-0.9%[50 µM]	1%	0.5%	7%
Cc1ccc(-c2n[nH]c(=S)n2Cc2ccccc2)cc1	21%	-1.6%	11%	-5%	-12%	2.1%	0%	6.5%	26%
CCN1CCN(C(=O)Cn2ncc3c2-c2ccccc2OC3)CC1	-3%	12%	4%	0%	-11%	0.0%	-3%	1.9%	3%
O=C(Nc1ccc(-c2nnn(CC(=O)N3CCN(C(=O)c4ccco4)CC3)n2)cc1)c1ccc(F)cc1	5%	7.4%	11%	-5%	-4%	0.1%	5%	19%	7%
O=c1[nH]c(CSc2nnc(COc3ccccc3)n2-c2ccccc2)nc2ccccc12	13%	0.3%	13%	-11%	-10%	4.1%	13%	0.9%	25%
CC(C)Oc1ccc(C(CC(=O)O)NC(=O)CSc2ncn[nH]2)cc1 (configuration not stated)	14%	-1.2%	3%	-1%	16%	1.2%	-8%	0.5%	15%
CCSC1=N/C(=C\c2ccccc2)C(=O)N1	4%	-1.2%	8%	-1%	-14%	0.7%[50 µM]	-6%	1.8%	1%
Brc1cccc(-c2nnc3n2CCCCC3)c1	8%	1.0%	11%	-2%	-2%	2.2%	0%	3.4%	-1%
Cc1ccc(N=Nc2c(C)[nH]n(-c3ccccc3)c2=O)c(C)c1	9%	-1.9%	4%	.	2%	0.6%	-1%	6.8%	5%
Fc1ccc(C(CNC(=S)NC2CCCCC2)N2CCOCC2)cc1 (configuration not stated)	10%	2.1%	1%	-9%	-10%	-0.4%	-6%	-0.4%	5%
CC(C)C(=O)Nc1ccc(C(=O)NNC(=S)NC(=O)c2cccs2)cc1	10%	3.8%	7%	-5%	-9%	2.7%[50 µM]	-4%	2.6%	18%
Cc1nc(-c2ccc(C(=O)N3CCCC3)cc2)cs1	-10%	-0.4%	-2%	2%	-3%	0.5%	-6%	1.4%	0%
O=C(Oc1cccc([N+](=O)[O-])c1)c1ccc2c(=O)n3c(nc2c1)CCC3	.	.	11%	-11%	.	0.5%[50 µM]	.	1.3%	.
O=C(O)CN1C(=O)c2cccc3c(Br)ccc1c23	12%	3.1%	8%	-2%	-6%	0.3%	-1%	4.9%	26%
CCOCCCNC(=O)c1ccccc1OC1CCN(S(C)(=O)=O)CC1	9%	0.3%	5%	-13%	7%	-0.3%	-9%	0.0%	1%
O=C(N1CCN(c2ccccc2)CC1)C1(c2cccs2)CCOCC1	6%	-0.9%	9%	-1%	-4%	2.3%[50 µM]	1%	0.4%	0%
O=C(O)c1ccc2c(c1)C(=O)N(c1cccc(-c3nc4ccccc4s3)c1)C2=O	7%	36%	7%	-2%	13%	0.1%	0%	0.3%	22%
Cc1ccc(NC(=O)/C=C/c2cccc(C(F)(F)F)c2)cc1	3%	0.1%	5%	5%	-8%	0.4%[50 µM]	-7%	?	-5%
Cc1ccc(C(=O)Nn2cnnc2)c(Cl)c1	13%	0.1%	2%	-8%	2%	1.2%	8%	0.7%	4%
O=C(c1ccc2c(c1)OCO2)n1nnc2ccccc21	15%	-1.3%	.	.	9%	.	-22%	.	0%
CCCCN(C(=O)CSc1nnc(-c2ccc(OC)cc2)n1C(C)C)c1c(N)n(Cc2ccccc2)c(=O)[nH]c1=O	11%	-1.0%	-16%	6%	6%	-0.1%	-6%	0.7%	13%
COc1ccccc1C(=O)N(C1=NC(C)CS1)c1ccc(Cl)cc1 (configuration not stated)	2%	0.1%	-2%	3%	8%	2.5%	3%	8.6%	31%
CCN(CC(=O)NCc1cccs1)C(=O)/C=C/c1ccc(OC)c(OC)c1	.	.	7%	3%	.	1.4%[50 µM]	0%	0.4%	6%
FC(F)(F)c1cnc(C(c2ccccc2)c2ncn[nH]2)c(Cl)c1 (configuration not stated)	-13%	0.5%	0%	-1%	3%	-0.4%	6%	2.0%	4%
O=C1COc2cc(ccc2[N+](=O)[O-])Oc2ccc(cc2Cl)C(=O)CCCCO1	.	.	6%	-6%	.	1.9%	10%	1.4%	4%
COc1ccccc1NS(=O)(=O)NC(=O)c1c(C)[nH]c2ccccc12	10%	2.5%	12%	5%	-2%	-0.2%	-10%	1.2%	17%
Cc1cc(=O)oc(C)c1C(=O)NCCCN1CCN(c2ccccc2F)CC1	-7%	-1.2%	7%	-8%	-8%	0.8%	2%	-0.9%	-3%
Cc1cccc(C)c1NC(=O)Cn1nc(-c2ccc(Cl)s2)ccc1=O	4%	12%	-8%	-2%	-6%	0.9%	-7%	4.8%	11%
CC(C)(CNC(=O)c1ccc(-c2ccccc2Cl)o1)N1CCOCC1	.	.	15%	-5%	.	1.7%[50 µM]	8%	-0.4%	14%
O=C(O)CN1C(=O)CCS(=O)c2ccccc21 (configuration not stated)	-11%	0.2%	1%	-1%	-4%	?	-3%	-0.9%	3%
COC(=O)c1cc(NS(=O)(=O)c2ccc(NCc3cccnc3)c([N+](=O)[O-])c2)cc(C(=O)OC)c1	4%	2.9%	3%	-4%	-10%	2.6%[50 µM]	-12%	1.4%	0%
Cc1ccc(-c2c(C(=O)O)c(C(=O)O)c3n2CCC3)cc1	9%	-1.0%	6%	-5%	-16%	-0.1%	0%	0.1%	7%
O=C(NC1CCCCC1)C1c2ccccc2C(=O)N1Cc1ccco1 (configuration not stated)	6%	65%	2%	-18%	10%	5.2%	-1%	-0.1%	15%
Cc1[nH]c2ccccc2c1/C=N/NC(=O)c1cccc([N+](=O)[O-])c1	3%	-3.6%	.	.	11%	.	0%	1.1%	-11%
CCOC(=O)c1c(=O)n(O)c2ccc(C)cc2[n+]1[O-]	2%	-1.2%	9%	44%	-13%	-0.2%	-4%	0.0%	2%
CC(NC(=O)c1ccco1)C(=O)N1CCc2ccccc2C1 (configuration not stated)	-11%	-2.2%	17%	10%	12%	0.3%	11%	3.1%	19%
COc1cc2c(cc1NC(=O)C(C)OC(=O)c1ccc(S(=O)(=O)Nc3ccccc3Cl)cc1)oc1ccccc12 (configuration not stated)	-3%	4.7%	-4%	4%	-3%	-0.2%	-8%	1.7%	2%
N=c1c2c(-c3ccccc3)c(-c3ccccc3)n(Cc3ccccc3)c2ncn1CCO	26%	-0.8%	6%	-5%	-5%	-0.7%	15%	4.2%	24%	Dengue-2 NS5 capping pilot replicate=2.0
Cc1noc(/C=C/N(C)C)c1S(=O)(=O)N(C)CC(=O)N1CCc2ccccc21	7%	1.2%	.	.	-9%	.	-1%	4.5%	4%
COc1ccc(Cl)cc1Nc1nc(C)cc(=O)[nH]1	-5%	-3.1%	5%	-2%	-12%	0.4%	-3%	0.2%	14%
O=S(=O)(c1ccccc1)c1nc(-c2cccs2)oc1NCCCn1ccnc1	15%	3.1%	-5%	6%	-6%	0.4%	-2%	1.4%	3%
Cn1cnc(S(=O)(=O)N2CCN(c3ccc(Cl)cc3)CC2)c1	-28%	-0.2%	3%	-8%	3%	0.2%	-10%	4.6%	-6%
CS(=O)(=O)c1ccc(NCC2CCCO2)c([N+](=O)[O-])c1 (configuration not stated)	-3%	0.8%	10%	-8%	-8%	-0.2%	4%	2.0%	6%
CCS(=O)(=O)N1CCN(c2ccccn2)CC1	0%	1.1%	-1%	2%	5%	-0.2%	14%	-0.2%	6%	Dengue-2 NS5 capping pilot replicate=0.3
Cc1cc(OCCOc2cccc3cccnc23)cc(C)c1Cl	-14%	-2.5%	0%	.	0%	0.6%	-4%	6.7%	13%
COc1ccc(OCCC(=O)Nc2ccc(S(N)(=O)=O)cc2)cc1	5%	-0.8%	5%	1%	10%	0.4%	5%	2.8%	4%
COc1ccccc1NC(=O)c1nnn(Cc2ccccc2)c1NC(=O)C(F)(F)F	5%	141%	2%	-4%	-3%	0.3%	-7%	7.7%	-1%
CC1CCN(c2c(NCC3CCC(C(=O)N4CCCC(C)C4)CC3)c(=O)c2=O)CC1 (configuration not stated)	0%	0.9%	-29%	-2%	8%	-1.6%	8%	4.1%	6%
CCOC(=O)Nc1ccc2c(c1)N(C(=O)CN(CC)CC)c1ccccc1CC2	2%	0.1%	8%	5%	-2%	0.0%	7%	0.2%	10%
COc1ccccc1C(=O)NC(=O)COC(=O)Cn1cnc2c1c(=O)n(C)c(=O)n2C	.	.	-2%	-6%	.	0.0%[50 µM]	2%	-0.3%	7%
FC(F)(F)c1ccccc1/C=N/N1CCN(Cc2ccccc2)CC1	14%	1.3%	3%	-1%	6%	0.4%	-9%	3.5%	12%
Cc1cc(=O)oc2cc(OCC(=O)Nc3ccc(N4CCC(C)CC4)cc3)ccc12	-14%	-2.9%	2%	-3%	-8%	0.3%	3%	6.8%	9%
Cc1cc2cc(CNC(=S)NC3CCCCC3)ccc2n1C	7%	-1.7%	8%	-8%	-8%	0.1%	3%	-0.1%	22%
O=C(CCC1CCCN(C(=O)c2ccncc2)C1)NCc1ccc(F)c(F)c1 (configuration not stated)	-5%	0.4%	1%	1%	-2%	-0.5%	-5%	-3.0%	0%
COc1ccccc1NC(=O)c1ccc(NC(=O)COC(=O)CCC2CCCC2)cc1	7%	-2.3%	5%	-3%	11%	-0.1%	-9%	0.7%	10%
CC(C)NC(=O)c1c(CSc2ccccc2)noc1C(=O)NCc1ccccc1	1%	-0.9%	9%	-1%	2%	1.1%	2%	0.6%	6%
Cc1cc(=O)oc2cc(NC(=O)c3cccc(F)c3)ccc12	0%	2.0%	8%	1%	26%	-0.1%	.	4.5%	13%
CC(C)(C)n1cn[nH]c1=S	-9%	-0.1%	-4%	7%	-10%	0.0%	1%	-0.4%	13%
C=CCNC(=O)/C=C/c1cccs1	11%	-2.5%	0%	.	33%	0.4%	8%	0.4%	-13%
COc1ccc(C(CNC(=O)COc2cccc(C)c2)N2CCCC2)cc1 (configuration not stated)	.	.	6%	-9%	.	1.1%[50 µM]	.	0.0%	.
O=C(NCCNCCO)c1c(O)c2cccc3c2n(c1=O)CCC3	5%	-2.5%	10%	-2%	-10%	0.3%	6%	-3.1%	12%
